HCMV antiviral: human cytomegalovirus inhibition | HFF cells, HCMV-luciferase reporter, 72 h; stronger effect = lower value | activity change, negative = inhibition, % at 57.5 µM | 4.5% of 410,000 active | AID 1259415; in the data active means activity change below about -60%; inconclusive means no clear call, values can overlap the other calls; inactive means above about -39%
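Luciferase read-out from HCMV-luciferase-infected HFFs (MOI 1 PFU/cell) 72 h post infection at 37C; compounds added after 16 h cell attachment; activity normalized between buffer-only basal and Salinomycin (10uM) inhibitor controls.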
AMA1 RON2 block: inhibitors of Plasmodium falciparum AMA1-RON2 interaction; AlphaScreen AMA1-biotinylated RON2 peptide binding; Potency, µM (series often up to 58.2 µM), without a hit: top-dose activity change, negative = inhibition, actives largely listed as inhibitors; 0.2% of 360,000 active; AID 720542;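 further: potency means the concentration at half of the fitted maximal effect; 0% = vehicle wells and -100% = peptide control; nearly all actives have a fitted effect of over 45% in size; some results filed as inactive show a strong effect at the top dose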
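AMA1 (3D7) with his tag at 25 nM final met compounds first, then biotinylated RON2 peptide at 25 nM; detection used donor plus acceptor beads, 10 µg/mL apiece, read by AlphaScreen after 30 min at room temperature.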
AmpC detergent: blocks E. coli AmpC beta-lactamase in detergent assay; AmpC hydrolysis of nitrocefin, absorbance 480 nm, 0.01% Triton; 0.041% of 370,000 active; Potency, µM (titrated, usually from 114 µM), for the others: at the top dose activity change, negative = inhibition, most hits filed as inhibitors;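 further: potency means the concentration at half of the fitted maximal effect; 0% = no-compound wells and -100% = no-enzyme wells; nearly all actives have a fitted effect of over 25% in size; some results filed as inactive show a strong effect at the top dose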
Target sequence (P00811 whole entry, looked up): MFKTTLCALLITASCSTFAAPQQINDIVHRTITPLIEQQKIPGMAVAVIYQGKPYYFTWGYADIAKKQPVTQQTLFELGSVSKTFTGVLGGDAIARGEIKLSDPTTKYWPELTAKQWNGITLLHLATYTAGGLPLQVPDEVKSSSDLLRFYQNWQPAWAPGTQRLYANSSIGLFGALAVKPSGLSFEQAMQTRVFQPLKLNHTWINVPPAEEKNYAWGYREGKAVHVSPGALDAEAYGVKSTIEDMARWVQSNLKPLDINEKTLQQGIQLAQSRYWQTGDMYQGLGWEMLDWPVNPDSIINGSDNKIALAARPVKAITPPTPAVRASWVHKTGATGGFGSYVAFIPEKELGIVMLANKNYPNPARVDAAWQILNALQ
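20 mM phosphate pH 7.0 + 0.01% (detergent screen) or 0.0001% Triton X-100; 5.3 nM AmpC reagent; cpd preinc 15 min RT; nitrocefin (800 uM stock) to start; A480 q20 s × 4 min; Activity was normalised to no-enzyme and no-compound control wells.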
Sm TGR block: S. mansoni TGR enzyme inhibition; 3% of 360,000 active; purified TGR, DTNB reduction, TNB absorbance 405 nm; Potency, µM (series often up to 114 µM), for inactives: at the top dose activity change, negative = inhibition, most hits filed as inhibitors; further: potency means the concentration at half of the fitted maximal effect; nearly all actives have a fitted effect of over 60% in size
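Kinetic colorimetric format: TGR-catalysed, NADPH-driven DTNB reduction monitored via TNB absorbance. Enzyme dispensed at 20 nM; compound exposure 15 min at room temperature before reaction start.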
TbPYK inhibitor: inhibitors of Trypanosoma brucei pyruvate kinase; TbPYK enzyme, Kinase-Glo Plus ATP luminescence, 45 min; Potency, µM (doses to about 76.8 µM), without a hit: at the top dose activity, negative = inhibition, usual class: inhibitors; 0.12% of 410,000 active; AID 624173; further: potency means the concentration at half of the fitted maximal effect; nearly all actives have a fitted effect of over 50% in size
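Luminescence from Kinase-Glo Plus, added after a 45-minute room-temperature reaction, served as the end-point read-out. The enzyme and substrate were preincubated with compound before ADP (130 uM final) initiated turnover. Concentration-effect curves came from normalized qHTS data.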
LmPK inh: blocks Leishmania mexicana pyruvate kinase activity. Q27686. purified LmPK, Kinase-Glo ATP luminescence, 1 h. Potency, µM (highest dose often 57.5 µM), without a hit: top-dose activity change, negative = inhibition, most hits filed as inhibitors. 0.37% of 290,000 active; further: potency means the concentration at half of the fitted maximal effect
Target sequence (Q27686 whole entry, looked up): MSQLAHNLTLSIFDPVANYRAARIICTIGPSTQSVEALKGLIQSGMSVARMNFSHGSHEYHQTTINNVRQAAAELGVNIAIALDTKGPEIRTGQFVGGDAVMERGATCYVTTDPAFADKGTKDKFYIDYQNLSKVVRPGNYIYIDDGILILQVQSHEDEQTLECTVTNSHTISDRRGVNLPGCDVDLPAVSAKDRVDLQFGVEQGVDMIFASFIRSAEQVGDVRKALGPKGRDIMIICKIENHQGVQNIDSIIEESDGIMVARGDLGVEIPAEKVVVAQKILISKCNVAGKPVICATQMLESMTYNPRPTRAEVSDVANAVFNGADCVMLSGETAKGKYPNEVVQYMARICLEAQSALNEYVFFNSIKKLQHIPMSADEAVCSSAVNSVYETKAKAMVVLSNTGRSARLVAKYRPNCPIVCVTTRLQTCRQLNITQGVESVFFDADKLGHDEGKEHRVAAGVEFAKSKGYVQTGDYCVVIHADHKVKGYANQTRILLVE
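0.1 nM LmPK, 0.5 mM PEP, 0.1 mM ADP; 50 mM imidazole pH 7.2, 7 mM MgCl2, 50 mM KCl; 1 h RT. Kinase-Glo luminescence readout, normalized to no-enzyme (full inhibition) and uninhibited wells.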
AmpC no deterg: inhibitors of E. coli AmpC beta-lactamase without detergent; 0.52% of 330,000 active; AmpC nitrocefin hydrolysis, absorbance 480 nm, 0.0001% Triton; Potency, µM (series often up to 57.1 µM), without a hit: top-dose activity change, negative = inhibition, usual class: inhibitors; P00811;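 further: potency means the concentration at half of the fitted maximal effect; plate controls were no compound for no effect and no enzyme for full effect; nearly all actives have a fitted effect of over 20% in size; some results filed as inactive show a strong effect at the top dose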
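AmpC (5.3 nM in the dispensed reagent) in 20 mM phosphate pH 7.0 with 0.01% (detergent screen) or 0.0001% Triton X-100 was preincubated with compounds for 15 min at room temperature. Nitrocefin was then added from an 800 uM solution, and hydrolysis was followed at 480 nm.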
Numbers without * were called inactive; ? = inconclusive; . = no result given; & = joins results of further samples; [ ] = another dose, or the depositor's remark. Unless noted, the call rests on the fitted dose curve; in most records, active means well fitted curve in the direction sought with a large enough effect; inconclusive means small, poorly fitted or top-dose-only effect, or another doubt; inactive means no such curve, though single readings can be large; an effect the other way counts as inactive or inconclusive. Unless noted, on the % scale 0 is the no-effect control and ±100 the full control effect.

SMILES | HCMV antiviral | AMA1 RON2 block | AmpC detergent | Sm TGR block | TbPYK inhibitor | LmPK inh | AmpC no deterg
O=C(COC(=O)c1ccc(O)cc1)NC1CCCCCCC1 | -31 | -3% | . | . | 6% | . | .
CC(C)NS(=O)(=O)c1ccc(NC(=O)C2CCCCC2)cc1 | 33 | 6% | -4% | -4% | -2% | 1% | -8%
COc1ccc(NC(=O)Cn2ncn3nc(-c4ccc(OC)cc4)cc3c2=O)cc1 | 0 | 2% | ? | 5% | -7% | -13% | -14%
C=CC[C@@H](CC(=O)N(CCO)Cc1ccccc1)C(=O)NC[C@@H](OC(=O)[C@@H](CC=C)CC(=O)OC(C)(C)C)c1ccccc1 | -9 | -8% | . | . | -11% | . | 264%[activator]
Cc1ccc(NC(=O)c2cccs2)cc1NC(=O)c1ccccc1Cl | -12 | -8% | 2% | 3% | -3% | 2% | -34%
COc1cc(C)c(Cl)cc1S(=O)(=O)N(C)C | 17 | 6% | -1% | 6% | 2% | 4% | -5%
C=CCSc1nnc(NC(=O)c2cn(CC)c3nc(C)ccc3c2=O)s1 | -8 | -17% | -7% | 50µM* | -2% | -1% | -23%
C=CCC1(NCc2ccco2)CCN(CC)CC1 | 17 | ? | 5% | 0% | 0% | 2% | -18%
COc1cc(-c2cc(C(=O)Nc3ccc(S(=O)(=O)NCc4ccco4)cc3)c3ccccc3n2)cc(OC)c1OC | -63* | 3% | 6% | -23% | 0% | 2% | 72%[activator]
CC(C)(C)c1ccc(C(=O)N/C(=C\c2cccs2)C(=O)N2CCOCC2)cc1 | ? | 0% | -2% | -8% | -2% | 1% | 47%
CCC(CC)C(=O)NCc1ccc(OC)cc1 | ? | 7% | -10% | -3% | 0% | -2% | -6%
COCCCn1c(SCC(=O)OC2CCCCC2)nnc1-c1ccco1 | -19 | 0% | -11% | ? | -5% | 4% | 23%
CCC(=O)Nc1ccc(C(=O)n2ccc(C)n2)cc1 | 2 | 20% | ? | 23% | 1% | -3% | -38%
COc1cc(NS(=O)(=O)c2ccc(NC(=S)NC(=O)C3CCCC3)cc2)nc(OC)n1 | 12 | -5% | -1% | 46%[activator] | -25% | 8% | 16µM*
COCCN(C(=O)CSc1nnc(-c2cccc(F)c2)n1N)c1c(N)n(Cc2ccccc2)c(=O)[nH]c1=O | -24 | -2% | -5% | -2% | -8% | . | -1%
COc1ccc(C(NC(=O)C2CCN(CCOc3ccc(Cl)cc3)CC2)c2cccs2)cc1 (stereo not given) | -10 | 0% | . | . | 4% | . | .
OCCNCCCCSc1ccc(Cl)cc1 | -12 | 13% | -7% | . | 13% | -3% | -2%
CC1CCCCN1c1cc2c(cc1F)c(=O)c(S(=O)(=O)c1ccccc1)cn2Cc1ccccc1 (stereo not given) | -12 | . | -12% | -1% | 2% | . | .
CCCCN1C2=C(C(=O)CCC2)C(c2ccc(Cl)c(Cl)c2)C2=C1c1ccccc1C2=O (stereo not given) | 6 | -10% | 5% | -12% | -3% | -11% | -24%
COc1cc2c(cc1OC)CN(C(=O)Nc1ccccc1)CC2 | ? | 0% | ? | -16%&2% | -1%&1% | -1% | -15%
COc1cc(NC(=O)COc2ccccc2Cl)ccc1NC(=O)C(C)C | 48 | -6% | 0% | . | 3% | 3% | -2%
CNC(=O)c1ccccc1NC(=O)C1CC(=O)N(C(C)C)C1 (stereo not given) | 11 | 15% | ? | 11% | -2% | 3% | -9%
CC(C)(C)NCC(O)c1cc(Cl)c(N)c(Cl)c1 (stereo not given) | 46 | 0% | -5% | -3% | -3%&8% | -2% | -24%
Cc1c(N=Cc2cc(Br)cc(Br)c2O)cccc1C(=O)O | 37 | 7%[2.32 µM] | -2% | -35% | -14% | -7% | -17%

In the list so far, these have a thiophene ring, fused or not.
SMILES | HCMV antiviral | AMA1 RON2 block | AmpC detergent | Sm TGR block | TbPYK inhibitor | LmPK inh | AmpC no deterg
Cc1ccc(NC(=O)c2cccs2)cc1NC(=O)c1ccccc1Cl | -12 | -8% | 2% | 3% | -3% | 2% | -34%
CC(C)(C)c1ccc(C(=O)N/C(=C\c2cccs2)C(=O)N2CCOCC2)cc1 | ? | 0% | -2% | -8% | -2% | 1% | 47%
COc1ccc(C(NC(=O)C2CCN(CCOc3ccc(Cl)cc3)CC2)c2cccs2)cc1 (stereo not given) | -10 | 0% | . | . | 4% | . | .

(further entries)
SMILES | HCMV antiviral | AMA1 RON2 block | AmpC detergent | Sm TGR block | TbPYK inhibitor | LmPK inh | AmpC no deterg
Cc1ccc(-n2c(=O)c3c(c4cc(C)ccc4n3C)n(CC(=O)NCCC3=CCCCC3)c2=O)cc1 | 27 | . | 23% | -2% | -3% | . | .
CC1=C(C(=O)N2CCOCC2)CC(CC(=O)NCC2CCCCC2)C(=O)N1Cc1ccccc1 (stereo not given) | -9 | -5% | . | . | 8% | . | .
CCn1cc(CN2CCCC(C(=O)Nc3cccc(-c4cc5ccccc5[nH]4)c3)C2)c(C)n1 (stereo not given) | 5 | -13% | -17% | -13% | 0% | 1% | 83%[activator]
CN1CCCN(S(=O)(=O)c2cccc(Cl)c2Cl)CC1 | 60 | 41%[activator] | ? | 10% | -4% | 4% | -3%
C/C(CCc1oc2ccccc2c1-c1ccc(C)o1)=N/O | -21 | -20% | -9% | 20µM* | -12% | -4% | -1%
CC(C)N=C(Nc1cccnc1)c1ccccc1 | 17 | -9% | 5% | 3% | 1% | 3% | -7%
C=CCNc1cnn(-c2ccccc2)c(=O)c1Cl | -33 | 0% | -3% | . | 2% | 3% | -11%
CC1(C)CCCN(C(=O)c2coc(=O)c(Br)c2)C1 | 20 | 12% | -7% | 0% | -8% | 1% | -23%
CCn1c(Cc2cccs2)nnc1SCC(=O)Nc1ccc(OC)c(OC)c1 | -35 | 5% | ? | 7% | 1% | 3% | -13%
Cc1cc(C)c2c(-n3cccc3)c(C(=O)NCCc3ccc(Cl)cc3)sc2n1 | -24 | . | 19% | 3% | 14% | . | .
COc1ccc(CCNC(=O)Nc2nc(CN)cs2)cc1OC | -15 | 66%[activator] | . | . | 4% | . | .
CC1CN(S(=O)(=O)c2cccc(C(=O)OCC(=O)Nc3ccc4c(c3)OCO4)c2)CC(C)O1 (stereo not given) | -23 | 0% | ? | ? | -2% | -1% | -10%
COc1ccccc1NS(=O)(=O)c1cc(NC(=O)c2ccncc2)ccc1N1CCCC1 | -36 | -7% | -10% | -3% | -17% | 0% | 62%[activator]
CCNC(=O)C1(C)CCN(C(=O)c2ccccc2OC)C1 (stereo not given) | -15 | -5% | . | . | 1% | . | .
COc1ccccc1NC(=O)CN1CCN(CC(=O)Nc2cc(C)ccc2OC)CC1 | -17 | 0% | -2% | -8% | -22% | -3% | -1%
COc1ccc(-c2nc3n(n2)C(c2ccc(O)cc2)C(C(=O)Nc2cccnc2)=C(C)N3)cc1OC (stereo not given) | -3 | . | -4% | 2% | -1% | . | .
COc1ccc(CCNC(=O)c2nnn(CC(=O)Nc3ccccc3)c2N)cc1OC | 2 | -20% | -15% | 3% | -1% | 2% | -6%
Cc1cccc(C)c1NC(=O)c1csc2c1CCCC2 | -28 | . | 25% | 9% | -9% | . | .
O=C(NCc1cccnc1)c1cc(C2CCCCN2C(=O)CCc2ccccc2)on1 (stereo not given) | 11 | 0% | . | . | 2% | . | .
COc1ccc(-c2cn3cccnc3n2)cc1F | 61 | 4%[11.6 µM] | -1% | 2% | -4% | -9% | -15%
COc1ccc(C2(CN(C(C)=O)C(C)=O)CCCC2)cc1OC | -4 | -6% | -15% | 8% | -6% | 0% | 15%
Cc1c(C(=O)N2CCC(Cc3ccccc3)CC2)cccc1[N+](=O)[O-] | 18 | -10% | -2% | 15% | 2% | -11% | -14%
COc1ccc(CCNC(=O)CSCc2ccc([N+](=O)[O-])cc2)cc1OC | -16 | -3% | -5% | -13% | -26% | -3% | -2%
C=CCn1c(Cc2cccs2)nnc1SCC(=O)c1cccc(Br)c1 | 11 | 4% | ? | ? | -25% | 5% | -6%
CN(C)CCNc1nc2c(c(=O)[nH]c(=O)n2C)n1CCCc1ccccc1 | 8 | 0% | -13% | 0% | 2% | 2% | -6%
NS(=O)(=O)c1ccc(CCNC(=O)CSc2ccccc2)cc1 | -6 | -4% | -2% | -5% | 6% | -4% | -33%
CCC1NC(=O)c2cccnc2-n2c1nc1ccc(OC)cc1c2=O (stereo not given) | 10 | 65%[activator] | . | . | -14% | . | .
N#Cc1ccccc1OCC(=O)Nc1nnc(C2CC2)s1 | 21 | -3% | -16% | -9% | 1% | . | -22%
CC(C)CC(=O)N1CCN(C(=O)CCC2CCCC2)CC1 | 51 | -4% | ? | 6% | -15% | -1% | 1%
Cc1ccc(NC(=O)N(O)C2CCCCC2C#N)cc1 (stereo not given) | 13 | 29% | . | . | -1% | . | .
CCC(C)C(NC(=O)OC(C)(C)C)C(=O)NC(Cc1ccccc1)C(=O)OC (stereo not given) | -24 | -1% | -2% | 5% | -2% | 2% | 3%
CC(=O)Cc1cc2cc([N+](=O)[O-])ccc2oc1=O | -3 | 1% | 0% | -1% | -2% | 0% | -2%
O=C(Nc1cccc(C(F)(F)F)c1)c1cc2nc(-c3ccco3)cc(C(F)(F)Cl)n2n1 | ? | . | -1% | 4% | 2% | . | .
COc1cc(/C=N/NS(=O)(=O)c2ccc(C)c([N+](=O)[O-])c2)ccc1O | 4 | -4% | -12% | -16% | -7% | 4% | -38%
COc1ccc(Cl)cc1N1C(=O)CC(Sc2ccccc2N)C1=O (stereo not given) | -17 | -14% | 6% | 6% | -4% | 7% | -27%
CC(C)NC(=O)c1onc(CSc2cccc3ccccc23)c1C(=O)O | -25 | -8% | 2% | 1% | -12% | -2% | -26%
CCCOc1ccccc1/C=C(\C#N)C(=O)Nc1cccnc1 | 3 | 3% | -6% | -7% | -15% | -22% | -6%
CCC(/C=N/NC(=O)C(=O)N/N=C/C(CC)CC)CC | -36 | 37%[activator] | -7% | -15% | -4% | 1% | -5%
COCCN(C(=O)COC(=O)/C(=C/c1ccccc1)NC(C)=O)c1c(N)n(Cc2ccccc2)c(=O)[nH]c1=O | -11 | -4% | -6% | 0% | -5% | -3% | 2%
Cc1ccccc1C(=O)N1CCN(c2ccc(NC(=O)c3ccc4c(c3)OCO4)cc2)CC1 | -38 | 1% | 7% | 12% | 0% | 8% | 33%
CN(C)C(=O)c1ccc(Nc2ncnc3sc4c(c23)CCCCC4)cc1 | -14 | -2% | ? | 0% | 0% | -2% | 92%[activator]

High-throughput results as filed in PubChem BioAssay.

An unsorted share of the library (roughly 7.4% active in at least one column).
